# Compound activity deposited in PubChem by several laboratories.
# TPT1 inhibitor: C. albicans TPT1 enzyme inhibition. recombinant caTPT1, FP RNA substrate dephosphorylation. inhibition, % at 5 µM. actives 0.81% (n = 300,000);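 active means inhibition above the mean of all tested compounds plus 3 SD, set per screening campaign, cut at about 24% in these data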;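 further: plate controls were DMSO alone for no effect and ferristatin control at 100 nM for full effect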
# BCLXL inh: Bcl-xL (human) inhibition; Q07817; GST-Bcl-xL / FITC-Bim BH3 peptide fluorescence polarization; inhibition, % at 10.9 µM; actives 0.7% (n = 320,000); AID 2129;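 active means inhibition above the mean of all tested compounds plus 3 SD, cutoff set per campaign, cut at about 30% in these data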;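 further: 0% = DMSO wells and 100% = unlabeled Bim-BH3 peptide competitor; inhibitors lower millipolarization by displacing the labeled peptide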
# Fam108B counter: counter-screen for RBBP9 inhibitors: inhibitors of mouse Fam108B. inhibition, % at 9.51 µM. recombinant Fam108B, FP-Rh probe fluorescence polarization. actives 0.33% (n = 300,000). AID 1947;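 active means inhibition above the screen mean inhibition plus 3 SD, computed separately per campaign, cut at about 18% in these data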;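 further: inhibitors lower polarization as less probe binds the enzyme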
# GLD-1 TGE inh: GLD-1-TGE RNA interaction inhibition (C. elegans); inhibition, % at 5.96 µM; actives 0.44% (n = 320,000); purified GLD-1 + fluorescein TGE RNA, fluorescence polarization;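 active means percent inhibition above a per-plate cutoff, the plate mean of test compounds plus 3 SD, cut at about 30% in these data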;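 further: 0% = DMSO wells with GLD-1 and probe and 100% = wells lacking GLD-1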
# MEX-5 binding: C. elegans MEX-5 TCR-2 RNA binding activity; Q9XUB2; MEX-5/FITC-TCR2 RNA binding, fluorescence polarization; hits give low values; activity score (negative = inhibition of binding), % at 10 µM; actives 0.38% (n = 300,000);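 active means inhibition past about -25% in most replicates, and total fluorescence under double the plate's negative control median, limit read from the data; inconclusive means replicates evenly split on the limit, or fluorescence at least double controls; inactive means too little inhibition in most replicates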;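 further: 0% = DMSO and -100% = 5 µM competing unlabeled TCR2 RNA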
# Target sequence (Q9XUB2 whole entry, looked up): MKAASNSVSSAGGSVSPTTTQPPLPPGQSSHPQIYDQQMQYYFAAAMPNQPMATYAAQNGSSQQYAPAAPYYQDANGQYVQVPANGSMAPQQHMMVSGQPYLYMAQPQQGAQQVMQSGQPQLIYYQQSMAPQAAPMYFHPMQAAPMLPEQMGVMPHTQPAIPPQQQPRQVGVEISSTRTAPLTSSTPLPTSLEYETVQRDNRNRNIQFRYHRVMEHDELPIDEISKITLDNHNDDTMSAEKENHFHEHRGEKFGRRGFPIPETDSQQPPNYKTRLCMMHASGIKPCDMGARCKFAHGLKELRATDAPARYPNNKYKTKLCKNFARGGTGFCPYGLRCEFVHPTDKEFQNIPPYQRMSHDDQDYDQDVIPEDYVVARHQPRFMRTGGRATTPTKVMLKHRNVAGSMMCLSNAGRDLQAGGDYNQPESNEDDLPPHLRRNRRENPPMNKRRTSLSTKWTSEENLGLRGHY
# PME-1 primary: PME-1 (human) inhibition; Q9Y570; recombinant PME-1, FP-Rh probe fluorescence polarization; inhibition, % at 5.9 µM; actives 0.53% (n = 320,000); AID 2130;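 active means inhibition above the campaign mean of all compounds plus 3 SD, cut at about 26% in these data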;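 further: competitive labeling of PME-1 active site by serine hydrolase directed probe; 0% = PME-1 with DMSO and 100% = wells lacking PME-1 enzyme; inhibitors block probe labeling so polarization falls and inhibition rises; many of its hits are not listed in these tables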
# PAD4 inh: blocks human protein arginine deiminase 4; recombinant PAD4, RCA probe fluorescence polarization; inhibition, % at 6.36 µM; actives 0.41% (n = 330,000);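 active means percent inhibition above a cutoff equal to the mean of all tested compounds plus 3 SD, cut at about 15% in these data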;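 further: 0% = PAD4 with RCA probe and DMSO and 100% = probe without PAD4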
# Target sequence (Q9UM07 whole entry, looked up): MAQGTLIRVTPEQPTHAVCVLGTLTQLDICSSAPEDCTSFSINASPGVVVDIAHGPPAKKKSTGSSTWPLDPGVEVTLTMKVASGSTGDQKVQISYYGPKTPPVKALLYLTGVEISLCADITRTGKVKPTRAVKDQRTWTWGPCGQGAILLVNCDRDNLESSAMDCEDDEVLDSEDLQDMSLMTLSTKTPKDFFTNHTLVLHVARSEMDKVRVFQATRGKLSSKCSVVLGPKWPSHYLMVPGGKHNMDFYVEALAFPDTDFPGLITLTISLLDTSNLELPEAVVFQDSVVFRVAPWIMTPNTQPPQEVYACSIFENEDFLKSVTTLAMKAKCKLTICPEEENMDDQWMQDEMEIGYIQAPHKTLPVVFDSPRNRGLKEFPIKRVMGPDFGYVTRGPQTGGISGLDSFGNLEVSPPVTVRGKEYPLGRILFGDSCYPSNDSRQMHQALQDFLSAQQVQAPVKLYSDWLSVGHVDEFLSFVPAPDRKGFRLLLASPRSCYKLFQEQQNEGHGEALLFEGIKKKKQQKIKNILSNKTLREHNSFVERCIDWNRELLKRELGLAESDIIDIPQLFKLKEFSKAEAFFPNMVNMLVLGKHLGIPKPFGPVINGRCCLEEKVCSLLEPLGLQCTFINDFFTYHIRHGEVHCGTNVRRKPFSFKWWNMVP
# GSTO1 inh: blocks human GSTO1 in RBBP9 counter-screen. actives 1.1% (n = 300,000). inhibition, % at 5.96 µM. recombinant GSTO1, activity-based probe fluorescence polarization;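 active means inhibition above the campaign mean inhibition plus 3 SD, cut at about 35% in these data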;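 further: 0% = GSTO1-1 with DMSO and 100% = wells lacking GSTO1-1 enzyme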
# MCL1-BIM inh: disrupts human MCL1 binding to BIM-BH3 peptide. Q07820. GST-MCL1 / FITC-Bim-BH3 fluorescence polarization. inhibition, % at 10.9 µM. actives 0.68% (n = 320,000). AID 2057;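 active means inhibition above the mean inhibition of all tested compounds plus 3 SD, set per campaign, cut at about 40% in these data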;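 further: 0% = DMSO wells and 100% = unlabeled Bim-BH3 peptide control; higher means more loss of mP so more displacement of Bim peptide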
# The depositor's hits bear a star; ? = inconclusive; / = no result given. A portion of the library; the hit share may differ from the screen's.
cpd	Structure	MEX-5 binding	PME-1 primary	TPT1 inhibitor	Fam108B counter	MCL1-BIM inh	GSTO1 inh	PAD4 inh	GLD-1 TGE inh	BCLXL inh
1	COc1ccc(-c2cc(-c3cccs3)c(C#N)c(SCC(=O)NCc3ccccc3OC)n2)cc1	-1.9	3	-5	-2	3	6	-4	-4	4
2	CCn1c(C)c(C(C)=O)c(N2CCN(c3ccc(F)cc3)CC2)nc1=S	1.2	-2	-6	-1	4	4	-1	8	5
3	Cc1cc(OCCn2cncn2)ccc1[N+](=O)[O-]	1.4	3	-3	-2	2	0	-3	3	2
4	CN1CCN(C2=Nc3cc(F)ccc3Cc3ccccc32)CC1	-1.9	-6	-4	9	13	13	1	2	2
5	CCNC(=O)/C=C/c1ccccc1[N+](=O)[O-]	0.2	0	1	-4	-5	0	-7	2	4
6	C=CCn1c(=O)c2c(C)c(C)sc2n2c(Nc3ccccc3)nnc12	-0.1	2	-2	9	4	-2	-5	-3	0
7	Cc1cccc(CSc2nnc([C@@H]3CCCN3C(=O)OC(C)(C)C)o2)c1	0.8	0	-2	-2	3	3	0	-3	4
8	CC(C)(C)NC(=O)c1cc(Cl)ccc1[N+](=O)[O-]	-1.5	2	-2	2	6	6	-5	0	1
9	CCOC(=O)C(=NC(C)CC)NNc1ccc(Br)cc1 (configuration not stated)	1.4	4	2	1	11	4	1	0	14
10	C=CCn1c(O)c(N=NC(=S)Nc2ccc(OC)cc2)c2ccccc21	-0.9	-6	0	13	2	-21	-5	-5	7
11	OC(CN1CCOCC1)Cn1c(-c2cccc(Cl)c2)nc2ccccc21 (configuration not stated)	2.8	0	0	-2	-2	2	5	-1	-3
12	Oc1c(Br)cc(Br)cc1C=NCc1ccccc1	0.4	-3	3	2	8	3	-9	7	3
13	Cc1ccc2nc(SCC3CCCCO3)[nH]c2c1 (configuration not stated)	2.8	-7	0	-2	8	4	-4	0	3
14	CCOC(=O)CNC(=O)c1ccc(C)cc1	2.6	2	2	-2	-4	4	-1	-6	1
15	O=C1CC(Cc2ccccc2)C(=O)N1CCCn1ccnc1 (configuration not stated)	0.2	-1	4	1	6	6	-1	1	10
16	CCC(C(=O)OCC(=O)Nc1c(Cl)cc(Cl)cc1Cl)c1ccccc1 (configuration not stated)	0.3	5	3	1	-6	16	1	-8	5
17	Cc1cc(C)c(NC(=O)CCCSc2nnc(N)s2)c(C)c1	0.4	-6	6	8	-3	-6	-1	13	7
18	O=C(CCCn1c(=S)[nH]c2cc3c(cc2c1=O)OCO3)N1CCN(c2ccccc2)CC1	1.4	-3	2	1	5	0	2	5	1
19	CCCCN(C)CCNC(=O)CCn1nc(-c2ccc(C)cc2)ccc1=O	-0.4	2	0	0	3	-4	-2	2	5
20	CC(C)c1ccc(C2/C(=C(\O)c3ccc4c(c3)OCCO4)C(=O)C(=O)N2CCN2CCOCC2)cc1 (configuration not stated)	-0.5	-1	2	0	-6	1	2	0	-1
21	Cc1ccc(OCC(=O)NC2CCSc3ccccc32)cc1 (configuration not stated)	2.7	-1	-4	-1	5	16	2	4	2
22	O=C(O)c1cccc2cc(-c3ccccc3)oc(=O)c12	1.6	-3	3	-3	-7	6	2	1	3
23	Cc1cc(C)c2nc(-n3nc(C)cc3N)cc(C)c2c1	2.8	0	-5	8	-4	2	5	9	3
24	Cc1ccc(/C=C2\Oc3c(ccc(O)c3CN3CCN(C)CC3)C2=O)cc1	?	-2	13	3	42*	-1	-5	4	46*
25	C[C@H]1CN=C(Nc2ccccc2)N1CC1CCCCC1	0.4	1	0	1	3	-2	3	2	5
26	COc1cc(C(=O)Nc2ncccc2C)ccc1OCC(=O)N1CCOCC1	/	3	/	/	-6	/	3	3	-1
27	Clc1ccc(CN2CCC(c3ccccc3)CC2)cc1	1.5	0	-2	-3	-5	-3	-2	-2	5
28	O=[N+]([O-])c1ccc(N2CCN(CC(O)COc3ccccc3)CC2)cc1 (configuration not stated)	0.0	0	0	4	1	3	2	4	2
29	CC(=O)Nc1ccc(C(=O)N2CCN(C(=O)c3ccco3)CC2)cc1	0.2	-1	5	0	2	-5	1	2	5
30	CCCN(Cc1nnc(-c2cccs2)o1)C(=O)c1cccc(S(=O)(=O)N2CCOCC2)c1	/	-3	/	/	-7	/	-1	1	-6

# The list goes on:
cpd	Structure	MEX-5 binding	PME-1 primary	TPT1 inhibitor	Fam108B counter	MCL1-BIM inh	GSTO1 inh	PAD4 inh	GLD-1 TGE inh	BCLXL inh
31	CC1CCN(C(=O)C2COc3ccccc3O2)CC1 (configuration not stated)	/	-1	/	/	6	/	-1	4	2
32	CC(C)C(NC(=O)C1CCC(C(C)(C)C)CC1)C(=O)NCCc1ccc(S(N)(=O)=O)cc1 (configuration not stated)	0.6	9	-3	-5	4	-3	-1	4	6
33	O=C(CN1C(=O)S/C(=C\C=C\c2ccccc2)C1=O)N1CCOCC1	-0.7	-3	0	-3	-2	10	0	4	-3
34	Cc1nc([N+](=O)[O-])c(NCCCO)n1Cc1ccccc1	0.3	2	-3	2	12	2	6	-1	9
35	O=C(NC(Cc1ccccc1)C(=O)O)/C(=C/c1ccc(Cl)cc1)NC(=O)c1ccco1 (configuration not stated)	0.8	2	-2	0	6	3	2	5	3
36	CCCN1Cc2cccc(C(=O)NC(CC(=O)OCC)c3ccc(OCC)c(OC)c3)c2C1=O (configuration not stated)	0.6	1	1	-4	-3	5	-3	12	0
37	COc1ccc(-c2cc(NCCc3ccncc3)n3ncnc3n2)cc1	-0.5	0	-3	7	9	13	-1	-5	0
38	C=CCNS(=O)(=O)c1cc2c3c(c1)CCN3C(=O)CC2	0.6	-1	0	-3	0	0	0	4	5
39	COc1ccc(OCCSc2nnc(-c3ccoc3C)n2C)cc1	-0.4	0	-5	-2	-1	4	2	7	-7
40	Cc1ccc(NC(=S)N(CCN2CCOCC2)Cc2ccccc2F)cc1Cl	1.9	-2	1	-3	1	2	-4	3	7
41	CC(=O)Nc1ccc(N2CCC(C)CC2)c([N+](=O)[O-])c1	2.8	-7	-2	0	26	-1	2	1	-1
42	NC(=O)C1CCN(CC(=O)Nc2cc(S(=O)(=O)N3CCOCC3)ccc2N2CCCC2)CC1	/	-2	/	/	-13	/	-1	-3	-8
43	COCCNC(=O)/C(C#N)=C/c1c(N2CCN(c3ccccc3)CC2)nc2c(C)cccn2c1=O	-3.4	5	-4	7	13	7	1	8	12
44	NNC(=S)Nc1ccc(Cl)cc1	1.0	3	5	0	6	0	1	1	1
45	Cc1ccnc(NS(=O)(=O)c2ccc(N)cc2)n1	2.1	2	-3	2	-4	6	0	0	4
46	COc1ccccc1-n1c(CNC(=O)c2ccco2)nnc1SCC(=O)Nc1nccs1	-0.2	0	1	1	1	7	-2	3	5
47	CCc1cc(CNC(=O)C2CCC(=O)N(Cc3ccc(Cl)cc3)C2)on1 (configuration not stated)	-1.1	4	0	-4	4	-1	-4	-8	2
48	N#CCCn1c(Cl)nc2ccccc21	-0.7	-1	-2	-7	4	7	-1	13	6
49	C[C@]1(C(=O)NCCc2c[nH]c3ccccc23)C=C[C@@H](Cc2ccccc2)N1C(=O)c1ccccc1	0.6	4	2	3	1	-1	-6	1	3
50	CC(C)CC(=O)c1c[nH]c(C(=O)NCCc2ccccn2)c1	-2.0	-3	-3	2	7	4	1	-1	5
51	CCN(Cc1ccccc1)C(=O)CCc1nnc(CCCc2ccccc2)o1	0.7	5	0	5	3	4	-2	0	4
52	CCN(Cc1ccc2c(c1)OCO2)C(=O)CSc1ncnc2sccc12	/	9	/	/	3	/	1	-2	3
53	O=C(CSc1ccc(C(F)(F)F)cn1)Nc1ccccc1	/	5	1	-2	1	6	-2	-7	-4
54	CC(Sc1nnc(N)s1)C(=O)Nc1ccc2c(c1)OCCO2 (configuration not stated)	-0.7	4	1	0	5	1	6	0	3
55	COc1ccc2[nH]c(-c3ccc(C)cc3)cc(=O)c2c1	-2.6	-1	0	1	5	3	-1	10	3
56	NC(=O)CC[C@H](NC(=O)OCc1ccccc1)C(=O)OCc1ccc(Cl)cc1	0.3	7	2	0	3	4	-3	-4	-2
57	COc1ccccc1C1(CC(=O)Nc2nccs2)CCOC(C(C)C)C1 (configuration not stated)	-1.2	-1	2	-1	-5	-1	1	7	-1
58	O=C(Nc1ccccc1N1CCOCC1)C1=COCCO1	0.9	-3	-1	3	4	1	-9	4	4
59	COc1ccc(N(C)C(=O)c2ccc3c(Cl)c4c(nc3c2)CCCC4)c(OC)c1	-5.4	-1	0	1	5	3	2	0	3
60	CCCN1C2=NCCCN2c2ccccc21	2.7	-3	0	0	3	-2	-6	5	4

# The results go on:
cpd	Structure	MEX-5 binding	PME-1 primary	TPT1 inhibitor	Fam108B counter	MCL1-BIM inh	GSTO1 inh	PAD4 inh	GLD-1 TGE inh	BCLXL inh
61	CN=c1scc(-c2ccccc2F)n1/N=C(\C)c1cccnc1	0.6	2	1	4	0	11	-4	-8	4
62	COc1ccc(S(=O)(=O)Nc2cc3c4c(c2)CCN4C(=O)CC3)cc1OC	-8.8	-2	0	-2	4	-16	-7	-3	6
63	O=C(Nc1ccccc1N1CCOCC1)c1ccc([N+](=O)[O-])cc1	-0.8	10	0	1	7	3	2	6	4
64	c1cnc2cc(-c3ccsc3)ncc2c1	/	4	/	/	3	/	-6	11	0
65	O=S(=O)(NC1CCCCC1N1CCN(c2ccc(F)cc2)CC1)c1ccc(Cl)cc1 (configuration not stated)	-1.5	2	2	-1	0	-3	-1	6	4
66	Cc1ccccc1NC(C)C(=O)N/N=C/c1c[nH]c2ccccc12 (configuration not stated)	1.7	4	2	1	-2	-2	-2	9	3
67	Cc1ccc(/C(O)=C2\C(=O)C(=O)N(c3cc(C)on3)C2c2cccc(Br)c2)cc1 (configuration not stated)	0.3	-2	-2	0	31	7	0	5	-1
68	O=C1OCc2cc(NC(=O)C34CC5CC(CC(C5)C3)C4)ccc21	-1.8	-2	-4	1	-1	-4	0	0	2
69	CCC(C)N=C1CC(C)(C)CC(=O)/C1=C(/O)Cc1ccccc1 (configuration not stated)	-1.2	10	-5	0	6	-1	2	3	2
70	C/C(=N\NC(=O)c1cccc(S(=O)(=O)Nc2ccccc2Cl)c1)c1ccco1	-0.4	7	1	3	-4	0	-4	3	4
71	FC(F)(F)c1ccc2c3n(nc2c1)CCN=C3c1ccc(Cl)cc1	-4.2	-4	6	0	-5	3	-5	1	-1
72	CC(C)CCN1CC(C(=O)NCCC2=CCCCC2)CC1=O (configuration not stated)	0.2	-6	0	-2	0	8	-4	-4	5
73	COC(=O)c1ccc(CC(=O)c2nc3ccccc3s2)cc1	-0.7	5	3	3	-8	5	-4	1	-2
74	CCn1cc(C(=O)Nc2cccc(C)c2)c(=O)c2ccc(C)nc21	1.5	3	-4	2	-3	4	-3	0	-4
75	Cc1ccc(C2CC(=O)NC(SCCC(C)C)=C2C#N)cc1 (configuration not stated)	3.1	3	1	5	-5	7	-2	2	-2
76	Cc1cc(NC(=O)Nc2cc(F)ccc2C)n(C)n1	-1.7	2	-6	3	0	6	1	2	3
77	COc1ccc(CNC(=O)c2ccncc2)cc1	3.2	1	3	-5	-2	-2	-4	-3	0
78	CCN(CC)C(=O)Cn1nnc(-c2ccc(C)o2)n1	-0.2	2	-1	-4	5	5	-3	3	7
79	CCOC(=O)N1CCN(c2nc(-c3ccc(F)cc3)cs2)CC1	2.3	-1	-3	4	-6	7	6	1	-1
